Platelet DG rel: inhibitors of platelet dense granule secretion, primary screen, cell-based, MLPCN, human platelets; human platelet-rich plasma, SFLLRN dense granule ATP release, luminescence; inhibition, %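 (compounds screened at 7.5 µM in platelet-rich plasma)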; 300,000 compounds, 0.22% hits;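 active = mean replicate score, as percent of positive control, at or above 50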
MrgX1 PAM: positive allosteric modulators of MrgX1, primary screen, HEK293 cells, Fluo-4 calcium flux; Mas-related G-protein coupled receptor member X1 (Homo sapiens), Q96LB2; FDSS; active compounds read high; B-score at 10 µM; 310,000 compounds, 0.63% hits; AID 588675, 2011;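 active = plate-corrected calcium response at least 3 library SD above typical, normal starting fluorescence, not activating the receptor alone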;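 note: compound read alongside a low EC10 to EC30 dose of BAM8-22 agonist; peak minus trough fluorescence over baseline measured at the second addition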
SKKanGAS inh: S. pyogenes SKKanGAS growth inhibitors in kanamycin, primary screen, streptokinase expression inhibitor project, SKKanGAS strain, BacTiter-Glo luminescence | 6 h | 300,000 compounds, 1.3% hits | inhibition, % at 7.5 µM;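 active = mean replicate score, as percent of positive control median, at least 50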;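 note: strain carries kanamycin resistance gene driven by streptokinase promoter and grows in 40 µg/ml kanamycin; loss of luminescence reflects streptokinase promoter inhibition or plain growth inhibition; 0% = median of DMSO wells and 100% = positive control at its reference dose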
RGS4 pot: RGS4 potentiators or activators, primary screen, cell-based, HEK293 M3R inducible RGS4, calcium flux; carbachol calcium flux Fluo4; active compounds read low; B-score at 10 µM; 310,000 compounds, 0.92% hits; AID 463111, 2010;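 active = B-score of the integrated calcium signal more than 4 SD below the library mean, with starting fluorescence not abnormally high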;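 note: negative B-score means reduced calcium response which marks RGS4 activation or potentiation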
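Also added: carbachol at ECmax as muscarinic agonist stimulus; Assay system: HEK293 cells with stable M3R and inducible RGS4; Timing: overnight RGS4 induction, 30 min dye load 37 °C, 20 min compound RT; Measured by: Fluo4-AM (2 µM) calcium-flux fluorescence, kinetic read.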
RGS4 block: RGS4 inhibitors, primary screen, cell-based, HEK293 M3R inducible RGS4, calcium flux | Fluo-4 calcium flux; active compounds read high; triggered by carbachol at its EC20 | B-score at 10 µM | 310,000 compounds, 0.45% hits | AID 463165, 2010;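 active = B-score, a plate-corrected calcium signal, over three deviations above library mean, with baseline fluorescence within five deviations of library mean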;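 note: RGS4 expression induced by doxycycline in cells with stable M3 receptor; B-score is computed from the integrated fluorescence ratio over baseline after carbachol; higher B-score means a larger calcium signal and so more RGS4 inhibition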
MrgX1 antag: antagonists of human MrgX1 receptor, primary screen, HEK293 cells, Fluo-4 calcium flux; Mas-related G-protein coupled receptor member X1 (Homo sapiens), Q96LB2; BAM8-22 antagonism; active compounds read low; B-score at 10 µM; 310,000 compounds, 1.3% hits; AID 588676, 2011;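 active = calcium-response B-score plate-corrected more than 3 library SD below zero, starting fluorescence within 5 deviations, no agonist response on first addition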;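 note: peak minus trough fluorescence over baseline after final BAM8-22 challenge near maximal dose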
TRPC4 block: inhibitors of mouse TRPC4 channel, primary screen, Fluo4 calcium, HEK293 TRPC4beta/mu-opioid cells. B-score at 10 µM. 300,000 compounds, 0.39% hits. DAMGO-evoked Fluo4 calcium flux; active compounds read low;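 active = B-score over 3 SD under the library average, no early fluorescence shift, positive overall ratio signal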
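test system = HEK293 cells with stable TRPC4beta plus mu-opioid receptor expression | detection = Fluo4 Ca2+ flux fluorescence | read-out = integrated fluorescence ratio relative to baseline, converted to per-well B score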
TRPC6 inh: mouse TRPC6 channel inhibitors, primary screen, cell-based, HEK293, membrane potential dye; ACh-evoked depolarization; active compounds read low; B-score at 10 µM; 310,000 compounds, 1.1% hits; AID 2553, 2010;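 active = B-score under library mean minus 3 SD, initial fluorescence not abnormally high, positive integrated signal ratio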;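 note: B-score derived from integrated fluorescence ratio over the kinetic read; more negative B-score means stronger inhibition of depolarization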
Target sequence (Q61143 whole entry, looked up): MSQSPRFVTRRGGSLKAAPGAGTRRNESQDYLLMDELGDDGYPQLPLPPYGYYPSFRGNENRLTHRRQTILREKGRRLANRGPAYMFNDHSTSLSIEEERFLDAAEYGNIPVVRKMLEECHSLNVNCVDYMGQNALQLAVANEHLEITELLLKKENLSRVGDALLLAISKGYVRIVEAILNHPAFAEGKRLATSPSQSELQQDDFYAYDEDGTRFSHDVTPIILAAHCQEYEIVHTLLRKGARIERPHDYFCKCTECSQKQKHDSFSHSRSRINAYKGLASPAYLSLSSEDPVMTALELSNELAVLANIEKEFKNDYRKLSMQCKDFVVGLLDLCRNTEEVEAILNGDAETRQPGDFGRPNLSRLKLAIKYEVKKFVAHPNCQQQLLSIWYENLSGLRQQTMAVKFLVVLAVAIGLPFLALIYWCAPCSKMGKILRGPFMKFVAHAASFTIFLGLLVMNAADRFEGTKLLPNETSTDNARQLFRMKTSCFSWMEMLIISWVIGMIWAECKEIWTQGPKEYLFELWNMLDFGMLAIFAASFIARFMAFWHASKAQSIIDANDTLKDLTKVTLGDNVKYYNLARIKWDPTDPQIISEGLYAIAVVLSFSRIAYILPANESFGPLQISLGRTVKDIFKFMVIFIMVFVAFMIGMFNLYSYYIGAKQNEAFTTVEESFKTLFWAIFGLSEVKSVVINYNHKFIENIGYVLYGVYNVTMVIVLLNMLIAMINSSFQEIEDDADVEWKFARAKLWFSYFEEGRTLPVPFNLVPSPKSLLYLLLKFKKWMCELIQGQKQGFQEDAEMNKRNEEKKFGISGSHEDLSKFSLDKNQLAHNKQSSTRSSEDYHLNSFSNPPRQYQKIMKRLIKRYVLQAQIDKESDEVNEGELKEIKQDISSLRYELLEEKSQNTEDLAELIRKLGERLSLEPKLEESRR
HIF act: HIF pathway transcriptional activators, primary screen, cell-based, U2OS HRE-luciferase, luminescence; U2OS HRE-luciferase reporter; normalized: DMSO 0%, desferrioxamine 100%; activation, % at 7.5 µM (by protocol); 300,000 compounds, 0.32% hits;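 active = mean activation of at least 10% of the iron chelator positive control signal, with at least half of replicates also reaching 10%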
MrgX1 agonist: agonists of human MrgX1 receptor, primary screen, HEK293 cells, Fluo-4 calcium flux; Fluo-4 calcium fluorescence, agonist mode; active compounds read high; B-score at 10 µM; 310,000 compounds, 0.44% hits; AID 588627, 2011;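 active = calcium response B-score plate-corrected fluorescence ratio at least 3 library SD, with starting fluorescence B-score inside 5 SD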
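Test system: HEK293 cells stably expressing human MrgX1 receptor; amount: 15,000 cells per well; doses: compound delivered in addition one of three; times: overnight plating before 1 h dye loading; detection: Fluo-4 NW calcium-flux fluorescence, kinetic read; read-out basis: B-scored fluorescence response ratio; controls: positive and negative controls per plate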
TRPC6 activator: mouse TRPC6 channel activators, primary screen, cell-based, HEK293, membrane potential dye | HEK293-TRPC6 membrane potential dye fluorescence; active compounds read high | B-score at 10 µM | 310,000 compounds, 0.13% hits | Short transient receptor potential channel 6 (Mus musculus), Q61143 | AID 2550, 2010;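 active = B-score of the integrated fluorescence ratio above library mean plus 3 SD, and starting fluorescence ratio within library mean plus 5 SD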;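 note: higher score means more depolarization so channel activation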
An asterisk follows results filed as active; i = inactive; . = no result given.

compound	MrgX1 antag	SKKanGAS inh	TRPC4 block	TRPC6 inh	MrgX1 PAM	TRPC6 activator	HIF act	MrgX1 agonist	RGS4 block	Platelet DG rel	RGS4 pot
COc1ccc(OC)c(N(CC(=O)Nc2cccnc2)S(=O)(=O)c2ccc(C)cc2)c1	i	0	i	i	i	i	0.4	i	i	-2	i
O=C(Nc1ccccc1Cl)C1CCN(S(=O)(=O)c2cccc3nonc23)CC1	i	-5	i	i	i	i	-26	i	i	-1	i
CCN(CC)C(=O)c1cn(CCC#N)nc1-c1ccc2ccccc2c1	i	0	i	i	i	i	0.1	i	i	17	i
COc1ccc(NC(=O)Nc2cccc3ccccc23)cc1OC	i	0	i	i	i	i	0.4	i	i	0	i
O=S(=O)(c1ccccc1)c1nc(-c2ccco2)oc1NCc1cccnc1	i	-7	i	i	i	i	-0.4	i	i	1	i
CCCC(=O)c1c[nH]c(C(=O)NCc2ccco2)c1	i	-12	i	i	i	i	.	i	i	.	i
O=C(CCN1C(=O)c2ccc(Br)cc2C1=O)NC1CCCCC1	i	-5	i	i	i	i	0.1	i	i	-7	i
O=C(Oc1nsnc1N1CCOCC1)N1CCCC1	i	10	i	i	i	i	0.1	i	i	-4	i
O=C(NC(=O)c1ccc(F)cc1F)Nc1ccc(Cl)cc1	i	-1	i	i	i	i	3.9	i	i	-2	i
CCOc1ncccc1C(=O)OCC(=O)c1cc(C)n(Cc2ccco2)c1C	i	8	i	i	i	i	1.8	i	i	12	i
C=CCOc1ccc(CNn2c(C)n[nH]c2=S)cc1OC	i	0	i	i	i	i	0.0	i	i	2	i
O=C(Cn1c(=O)oc2cc(S(=O)(=O)N3CCCC3)ccc21)N1CCc2ccccc2C1	i	-6	i	i	i	i	-0.7	i	i	-11	i
CSCc1ccc(C(=O)Nc2cccc(C)c2C)cc1	i	2	i	i	i	i	.	i	i	-7	i
O=C(c1ccc(Br)cc1)c1sc(N2CCOCC2)nc1-c1ccccc1	i	-5	i	i	i	i	-0.4	i	i	-3	i
COc1ccc2oc(=O)cc(CN(C)Cc3ccccc3)c2c1	i	18	i	i	i	i	-1.8	i	i	-2	i
Fc1cccc(/C=N/N=C/c2cccc(F)c2)c1	i	0	i	i	i	i	0.1	i	i	-22	i
Cc1ccc(-n2nnnc2C(=Cc2ccc(N(C)C)cc2)c2nnnn2-c2ccc(C)cc2)cc1	i	-1	i	i	i	i	-1.6	i	i	3	i
CCCC(=O)Nc1nnc(-c2ccc(Cl)s2)o1	i	-5	i	i	i	i	0.3	i	i	15	i
NS(=O)(=O)c1ccc(CCNC(=O)CSc2nc3ccccc3c(=O)n2CCC(=O)N2CCCCC2)cc1	i	16	i	i	i	i	0.1	i	i	-1	i
CC(C)c1cc(C(N)=O)c(NC(=O)c2cccc(COc3ccc(Cl)cc3)c2)s1	i	34	i	i	i	i	-0.4	i	i	-6	i
S=C(NC1CC2CCC1C2)N1CCN(c2cccc(Cl)c2)CC1 (stereo not drawn)	i	15	i	i	i	i	-0.4	i	i	-10	i
CC(C)CNC(=O)[C@H](Cc1ccccc1)NC(=O)c1cccs1	i	1	i	i	i	i	-0.9	i	i	8	i
COc1cccc(CNCc2cc(OC)cc(OC)c2)c1	i	-3	i	i	i	i	0.6	i	i	-2	i
COC(=O)/C=C1/SC(=NC(=O)c2ccccc2)NC1=O	i	7	i	i	i	i	-0.2	i	i	1	i
COc1cccc(N=Cc2c[nH][nH]c2=O)c1	i	2	i	i	i	i	2.3	i	i	-2	i
COc1ccccc1-c1cc(C(=O)NCCc2ccccc2)no1	i	-2	i	i	i	i	8.0	i	i	1	i
Cc1cccc(-n2c(SCC(=O)N3CCC(C(=O)O)CC3)nc3ccccc3c2=O)c1C	i	3	i	i	i	i	-0.5	i	i	-8	i
O=C1C=CC(=O)N1Cc1ccccc1	i	-2	i	i	i	i	0.4	i	i	5	i
CCN(CCNC(=O)c1ccc(CSc2nc3ccncc3[nH]2)cc1)c1ccccc1	i	10	i	i	i	i	-0.2	i	i	4	i
CCn1c(SCC(=O)O)nnc1-c1ccc2[nH]c(C)c(C)c2c1	i	7	i	i	i	i	0.2	i	i	-11	i
CC(C)(C)c1ccc(-c2nc(-c3ccncc3)no2)cc1	i	-15	i	i	i	i	-1.6	i	i	10	i
CC(=O)Nc1cccc(Oc2cc(C#N)c(C#N)cc2N2CCCCCC2)c1	i	27	i	i	i	i	1.1	i	i	5	i
CCCCn1c(/N=C/c2ccc(N(C)C)cc2)nc2ccccc21	i	-6	i	i	i	i	0.0	i	i	1	i
COC(=O)c1c(NC(=O)c2ccco2)sc(C(=O)N2CCCC2)c1C	i	2	i	i	i	i	-8.0	i	i	17	i
COc1cc(OC)c(NC(=O)c2cc(S(=O)(=O)N3CCOCC3)cn2C)cc1Cl	i	-4	i	i	i	i	-0.3	i	i	69*	i
CCOC(=O)C1CCCN(C2=NC(=O)/C(=C/c3ccc(OC)c(OC)c3)S2)C1 (stereo not drawn)	i	6	i	i	i	i	0.4	i	i	7	i
COc1cc(NC(=O)c2cccs2)c(C(=O)OCC(=O)NCc2ccco2)cc1OC	i	-6	i	i	i	i	-0.2	i	i	-20	i
O=C(Nc1ccc(OC(F)(F)F)cc1)c1cnc2n(c1=O)CCS2	i	10	i	i	i	i	1.8	i	i	-6	i
COC(=O)c1ccc(C(c2c(C)n(C)n(-c3ccccc3)c2=O)c2c(C)n(C)n(-c3ccccc3)c2=O)cc1	i	-3	i	i	i	i	0.8	i	i	-2	i
S=C(c1ccc(OCc2ccccc2)cc1)N1CCCC1	i	12	i	i	i	i	2.9	i	i	4	i
Cc1ccc(N2C(=O)N(CC(=O)c3cc(C)ccc3C)C(=O)C2C)cc1 (stereo not drawn)	i	-3	i	i	i	i	-0.6	i	i	-13	i
COCCn1nc2cc(C(=O)NCc3cc(C(F)(F)F)cc(C(F)(F)F)c3)ccc2c1OC	i	-6	i	i	i	i	-0.2	i	i	-4	i
CCCC(=O)c1cc2c(cc1NC(=O)c1cccs1)OCCO2	i	3	i	i	i	i	-0.1	i	i	4	i
COCCN(CCOC)S(=O)(=O)c1ccc(C(=O)Nc2nnc(CSC)o2)cc1	i	0	i	i	i	i	-0.4	i	i	7	i
Cc1ccc(S(=O)(=O)N2CCCCC2)cc1NC(=O)COC(=O)CNC(=O)c1cc(Cl)cc([N+](=O)[O-])c1	i	2	i	i	i	i	-0.2	i	i	-8	i
CC1(C)C(=O)Nc2ccccc2N1C(=O)COC(=O)Cc1c(F)cccc1Cl	i	6	i	i	i	i	-0.2	i	i	-2	i
O=C(COC(=O)c1cccnc1SCC(=O)NCc1ccccc1)NCc1ccccc1	i	11	i	i	i	i	2.5	i	i	4	i
Cc1cccc(CS(=O)(=O)Cc2ccc(C(=O)NCCN3CCCCC3C)o2)c1 (stereo not drawn)	i	4	i	i	i	i	0.0	i	i	-1	i
Cc1ccc(S(=O)(=O)NCC(=O)N(CC(=O)NC2CCCC2)CC2CCCO2)cc1 (stereo not drawn)	i	-2	i	i	i	i	-0.4	i	i	-13	i
CCOC(=O)c1ccc(NC(=O)Cn2nnc3ccccc32)cc1	i	.	i	i	i	i	.	i	i	.	i
COc1cccc(C(=O)NCC2CCCN(C(=O)c3ccc(C=O)cc3)C2)c1OC (stereo not drawn)	i	-3	i	i	i	i	0.4	i	i	20	i
O=C(O)c1cc(N2C(=O)CCC2=O)ccc1NCc1cccnc1	i	-5	i	i	i	i	-0.1	i	i	-7	i
O=C(NCc1ccccn1)c1cc(Br)ccc1Cl	i	5	i	i	i	i	0.1	i	i	-1	i
COc1ccc(NC(=O)NNC(=O)c2ccc3ccccc3c2O)c(OC)c1	i	1	i	i	i	i	-0.2	i	i	-2	i
Cc1cc(C)n(CC(C)NCc2cn[nH]c2-c2ccc(C)c(C)c2)n1 (stereo not drawn)	i	0	i	i	i	i	-0.1	i	i	7	i
CCCC(C(=O)Nc1ccncc1)c1ccccc1 (stereo not drawn)	i	-3	i	i	i	i	-0.1	i	i	-1	i

Other compounds follow:
compound	MrgX1 antag	SKKanGAS inh	TRPC4 block	TRPC6 inh	MrgX1 PAM	TRPC6 activator	HIF act	MrgX1 agonist	RGS4 block	Platelet DG rel	RGS4 pot
Nc1ccc(C(=O)N/N=C\c2cc(N=Nc3cccc4ccccc34)ccc2O)cc1	i	7	i	i	i	i	14*	i	i	-4	i
CCOC(=O)C1CCCN(C(=O)c2ccc(CS(=O)(=O)Cc3ccccc3C)o2)C1 (stereo not drawn)	i	-12	i	i	i	i	-0.3	i	i	-10	i
CCn1c(C)nc2cc(C(=O)N/N=C/c3ccccc3C)ccc21	i	-5	i	i	i	i	3.8	i	i	1	i
CC(C)Cn1c(Cc2ccccc2)n[nH]c1=S	i	-5	i	i	i	i	-0.5	i	i	-2	i
